# Compound activity: PubChem, National Center for Advancing Translational Sciences (NCATS)
# KDM5B inhibitor: KDM5B demethylase inhibition. Q9UGL1. KDM5B demethylase, FDH-coupled NADH fluorescence (FDH is formaldehyde dehydrogenase). Potency, µM (series often up to 57.7 µM), for the others: at the top dose activity change, negative = inhibition, usual class: inhibitors. 220,000 compounds, 2.6% hits. AID 1347165; active means well fitted inhibition curve with a large enough effect; inconclusive means small, poorly fitted or top-dose-only effect; inactive means no such curve, though single readings can be large or run the other way; further: 0% is about no effect; nearly all actives have a fitted effect of over 70% in size
# Target sequence (Q9UGL1 whole entry, looked up): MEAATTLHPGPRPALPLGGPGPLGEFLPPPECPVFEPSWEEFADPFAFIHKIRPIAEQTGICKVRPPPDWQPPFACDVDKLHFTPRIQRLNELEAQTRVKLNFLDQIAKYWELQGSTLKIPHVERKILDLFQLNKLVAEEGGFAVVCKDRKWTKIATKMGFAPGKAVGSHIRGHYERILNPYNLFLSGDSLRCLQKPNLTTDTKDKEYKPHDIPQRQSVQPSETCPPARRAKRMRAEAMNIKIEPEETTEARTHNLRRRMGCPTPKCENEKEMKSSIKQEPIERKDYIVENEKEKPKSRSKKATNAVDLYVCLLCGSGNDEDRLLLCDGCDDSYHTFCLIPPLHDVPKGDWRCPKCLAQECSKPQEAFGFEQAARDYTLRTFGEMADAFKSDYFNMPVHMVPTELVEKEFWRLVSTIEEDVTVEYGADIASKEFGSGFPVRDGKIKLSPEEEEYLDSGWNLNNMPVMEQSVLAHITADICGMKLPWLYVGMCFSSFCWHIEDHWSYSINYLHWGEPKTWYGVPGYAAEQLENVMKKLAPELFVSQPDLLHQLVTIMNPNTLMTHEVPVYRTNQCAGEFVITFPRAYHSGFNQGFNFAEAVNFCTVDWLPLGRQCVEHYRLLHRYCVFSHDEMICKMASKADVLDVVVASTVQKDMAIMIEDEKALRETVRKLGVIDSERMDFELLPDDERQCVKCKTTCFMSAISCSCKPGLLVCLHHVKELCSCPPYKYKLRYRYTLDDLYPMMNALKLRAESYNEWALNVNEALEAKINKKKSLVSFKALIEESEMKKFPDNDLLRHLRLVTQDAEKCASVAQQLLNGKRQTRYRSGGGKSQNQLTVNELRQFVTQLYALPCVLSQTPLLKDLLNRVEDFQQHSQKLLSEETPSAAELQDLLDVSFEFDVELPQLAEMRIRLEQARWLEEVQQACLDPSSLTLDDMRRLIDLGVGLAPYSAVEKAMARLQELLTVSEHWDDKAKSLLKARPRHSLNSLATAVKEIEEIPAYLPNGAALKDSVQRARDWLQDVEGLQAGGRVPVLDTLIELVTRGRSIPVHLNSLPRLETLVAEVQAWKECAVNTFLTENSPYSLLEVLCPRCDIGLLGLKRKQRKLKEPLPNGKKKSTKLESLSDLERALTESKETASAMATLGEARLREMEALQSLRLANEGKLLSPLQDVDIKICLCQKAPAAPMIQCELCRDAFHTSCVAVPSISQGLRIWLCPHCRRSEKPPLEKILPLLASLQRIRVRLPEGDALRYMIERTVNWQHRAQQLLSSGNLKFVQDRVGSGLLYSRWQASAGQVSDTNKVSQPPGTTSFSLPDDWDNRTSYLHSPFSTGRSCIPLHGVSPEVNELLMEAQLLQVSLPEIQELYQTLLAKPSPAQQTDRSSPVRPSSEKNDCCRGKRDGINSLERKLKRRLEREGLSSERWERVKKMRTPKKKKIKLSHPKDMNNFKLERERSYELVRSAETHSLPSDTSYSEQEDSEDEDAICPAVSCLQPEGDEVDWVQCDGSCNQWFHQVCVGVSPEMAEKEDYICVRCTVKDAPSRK
#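 KDM5BΔAP (200 nM final) in 50 mM HEPES pH 7.5, 0.01% Tween-20 was preincubated 10 min at RT with compound over a concentration range. Substrate mix (H3K4me3 12.5 µM, α-KG 25 µM, Fe²⁺, ascorbate, NAD⁺, FDH) was added, and NADH fluorescence change over 30 min gave dose-response curves.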
# Numbers without * were called inactive; ? = inconclusive; & = joins results of further samples; [ ] = another dose, or the depositor's remark. Potency means the concentration at half of the fitted maximal effect.
KDM5B inhibitor,mol
?,CN1CCC2(C1)CN(CC1CC1)c1ccc(C(=O)Nc3ccccc3)cc12 (stereo not given)
-9%,Cc1ccc(CNC(=O)c2nn(C)c(=O)c3ccccc23)cc1
?,Cc1ccc(-c2cc(C(=O)Nc3ccccc3C)c3ccccc3n2)o1
10%,COc1ccc(-n2cc(COC(=O)NCCc3c[nH]c4ccccc34)nn2)cc1
-11%[86.2 µM],COc1ccc(CN[C@@H]2CCC[C@@H](C(=O)NCc3cc(C)on3)CC(=O)N(C)C2)cn1
?,COc1ccc(-c2ccc3c(N)c(C(=O)NC(C)C)sc3n2)cc1OC
11%,CCC(C)NC(=O)C1COC2(CCN(C(=O)Cc3ccccc3)CC2)N1C(=O)c1cccc(C)c1 (stereo not given)
?,COc1ccc(Nc2ncnc3onc(C)c23)c(OC)c1
?,Fc1ccc(-c2nc(CSc3nnc4c(Cl)cc(C(F)(F)F)cn34)cs2)cc1
-31%[115 µM],O=C1CO[C@H]2CN(Cc3c[nH]c4ccccc34)C[C@H]2N1
-23%,CCC(=O)Nc1ccc(C)cc1-c1nc2ccccc2n(CC(=O)Nc2ccccc2Cl)c1=O
-19%,CC1(C(=O)N2CCC(N3CCCC(C(=O)NCc4ccccc4)C3)CC2)CC1 (stereo not given)
-1%&-7%,COC(=O)c1sc2cccc(F)c2c1S(=O)(=O)N1CCN(c2cccc(C)c2)C(C)C1 (stereo not given)
-17%,CCOc1ccc(C(=O)Nc2c(C(=O)N3CCN(c4ccccc4F)CC3)oc3ccccc23)cc1
-5%,Cc1ccc(NC(=O)N2CCCCCCNC(=O)[C@@H]3CCCC[C@@H]32)cc1C
?,CCC(=O)N1CCc2cc(CNC(=O)Nc3cc(C)ccc3C)ccc21
8%,O=C(CC12CC3CC(CC(Br)(C3)C1)C2)NCc1cc(F)cc(F)c1
3%,CCNc1nc(OC)nc(Oc2ccc(=O)[nH]n2)n1
-12%,Cc1c(CNC2CCC(C)CC2)c(C(=O)O)c(C)n1Cc1ccccc1F (stereo not given)
26%,COCCN1CCC2(CCC1=O)CCN(C(=O)NC1CCCCC1)CC2
8%,CCc1ccccc1NC(=O)N1CCN(c2ccc(=O)n(-c3ccc(C)cc3)n2)CC1
-12%,O=C(O)c1ccc2nc(CO)[nH]c2c1
?,N#Cc1ccc(Oc2cccc3ccccc23)cc1C#N
204%[activator],O=C(O)C(c1c[nH]c2cc(Cl)ccc12)N1CCN(c2ncc(Br)cn2)CC1 (stereo not given)
?,COc1cccc(-c2noc(CC3CCN(C(=O)COc4cccc(C)c4)CC3)n2)c1
6%,O=C(CCc1cccs1)Nc1cccc(C(=O)N2CCCC2)c1
18%,Cc1ccc(-c2nnc(CCC(=O)NCc3csc(C)n3)o2)s1
-29%,OCC1(CC2CC2)CCCN(Cc2noc(C3CC3)n2)C1 (stereo not given)
16%,CCCOc1ccc(C(=O)NC2CCCCNC2=O)cc1OCCC (stereo not given)
28%,Cc1ccc(SCCNC(=O)C2CCC(=O)N(C3CCCC3)C2)cc1 (stereo not given)
11%,Cc1cc(C(=O)NCCc2ccccn2)sc1C
8%,COc1ccc(OC)c2sc(N3CCN(C(C)=O)CC3)nc12
-26%,CN1CCCn2nc(C(=O)N(C)Cc3cc(-c4cccs4)n[nH]3)cc2C1
4%,Cc1ccc(N2CC(C(=O)NCCS(=O)(=O)N3CCN(c4ccc(F)cc4)CC3)CC2=O)cc1 (stereo not given)
?,Cc1ccccc1OCc1ccc(-c2nc(C#N)c(NCCCN(C)C)o2)o1
11%,CCC(=O)N1CCc2nn(Cc3ccccc3)c(=O)n2CC1
-26%,CCc1cc(N2CCC(N3CCSCC3)CC2)n2nccc2n1
-28%,CCCC(N)c1ccc(C23CC4CC(CC(C4)C2)C3)cc1 (stereo not given)
?,CN(C)c1ccc(CNC(=O)C2CCCN(S(=O)(=O)c3ccc4c(ccn4C)c3)C2)cc1 (stereo not given)
-5%,Cc1occc1-c1nnc(SCC(=O)N2CCc3ccccc32)o1
?,CCNC(=O)COC(=O)c1cc(-c2ccc(F)cc2)nc2ccccc12
10%[86.2 µM],O=C1NC2(CCN(C(=O)c3ccccc3)C2)OCc2ccccc21 (stereo not given)
8%[86.2 µM],Cc1ccc(NC(=O)O[C@@H]2CC[C@]3(C)[C@H](CC[C@H]4OC(=O)C[C@H]43)[C@]2(C)CO)cc1
-24%,CCOC(=O)C1CCN(S(=O)(=O)c2cc(-c3onc(C)c3C)ccc2C)CC1
23%,CCC/C(=N\NC(=O)Cc1ccc(Cl)c(Cl)c1)c1ccc(Cl)cc1
3%,Cc1ccc(C(O)CNC(=O)Nc2cc(C)ccc2C)cc1 (stereo not given)
4%,CC(C)(C(=O)NO)c1ccccc1
-34%,c1ccc(CN2CCC(NCc3c[nH]c4ccccc34)C2)cc1 (stereo not given)
-3%[86.2 µM],Cc1ccccc1CN1Cc2nc(OCc3cccnc3)ccc2OCC1=O
11%,CCc1ccc2c(c1)-c1ccccc1S(=O)(=O)N2CC(=O)Nc1cccc(C(=O)OC)c1C
-19%,COC(=O)[C@@H]1Cc2ncn(Cc3ccc(Cl)cc3)c2CN1S(=O)(=O)c1ccc(C(C)=O)cc1
6%,CCCCCOC(=O)c1ccc(OC(=O)c2sc3ncn(Cc4cccc(F)c4)c(=O)c3c2C)cc1
-12%,Cc1cc(C)cc(C(=O)NCCn2ccn3nc(-c4ccc(F)cc4)cc3c2=O)c1
35µM*,COc1ccc(-c2nc(-c3c(C)noc3C)cc3[nH]c(C)cc23)cn1
-6%,COc1ccc(F)cc1C(=O)NCc1cc2n(n1)CCN(C(=O)N(C)C)C2
22%,CC(=O)c1ccc(N2CCN(C(=O)c3cc4c(-c5ccc(Cl)cc5)nn(C)c4s3)CC2)cc1
17%,Cc1ccsc1/C=N/NC(=O)C1CC1
-7%,Cn1c(C(=O)NCCNC(=O)C2CCCCC2)cc2ccccc21
7%,COc1cccc(-c2noc(NCCc3ccc(Cl)cc3)n2)c1OC
-9%,O=C(CSc1nnc(NC(=O)Nc2ccccc2)s1)Nc1cccc(F)c1

# Following part
KDM5B inhibitor,mol
-18%,Cc1nonc1CC(=O)N1CCC(c2nnc(Cn3cccn3)n2C)CC1
-1%,COc1ccccc1CCNC(=O)C(=O)NCC(c1cccs1)S(=O)(=O)c1ccccc1 (stereo not given)
-3%,CN1CCN(c2ccc(NC(=O)c3ccc(Br)o3)cc2)CC1
0%,CC1CC(C)CN(CCCNC(=O)c2cn(C)c3ccc(S(=O)(=O)N4CCCC4)cc3c2=O)C1 (stereo not given)
1%,COc1ccc(C2SCCN2S(=O)(=O)c2ccc(C)cc2)cc1OC (stereo not given)
28µM*,CN1Cc2cccn2CC1CNC(=O)c1ccco1 (stereo not given)
4%,CC1CCN(c2oc(COc3ccc(F)cc3)nc2C#N)CC1
-8%,Cc1cc(C)c(C(N)C(=O)O)c(C)c1 (stereo not given)
28µM*,COC(=O)[C@@H]1Cc2ncn(Cc3ccc(Cl)cc3)c2CN1Cc1cccs1
-3%,O=C(Cn1nc2c(cc1=O)CCCCC2)N1CCN(Cc2ccccc2Cl)CC1
-33%,Cc1ccc(NC(=O)CN2C(=O)c3ccccc3Sc3ccc(C(=O)N4CCOCC4)cc32)cc1F
5%,O=C(c1cc(F)ccc1F)N1CC(c2nnc(-c3ccncc3)o2)C2(CCOCC2)C1 (stereo not given)
?,CCOc1ccc(CNC(=O)CCCc2cn(C)c3ccccc23)cc1OC
-25%,CCOC(=O)c1c(NC(=O)c2cc(=O)c3cc(C)cc(C)c3o2)sc(C)c1C
-22%,CN(C)CC1(O)CCCN(C(=O)c2ccccc2-c2ncc[nH]2)CC1 (stereo not given)
16%,COc1ccc(S(=O)(=O)Nc2ccc3c(c2)n(C)c(=O)n3C)cc1C
?,CC1CCN(C(=O)CSc2c3c(nc4ccc(Cl)cc24)CCCC3)CC1
14%,Cc1cc(S(=O)(=O)N2CCN(C3CCN(CCc4ccccc4)C3=O)CC2)ccc1F (stereo not given)
-12%,COCC(=O)NC[C@H]1CCN(S(C)(=O)=O)C[C@H]1N(C)C
-6%,CCSc1ncc(Cl)c(C(=O)Nc2nc3ccc(S(C)(=O)=O)cc3s2)n1
-14%,CCc1ccccc1NC(=O)c1ccc2nc(C(C)C)oc2c1
-28%,Cn1nc2n(c1=O)CCN(S(=O)(=O)c1ccccc1C(F)(F)F)CC2
?,O=C(c1cnc(C23CC4CC(CC(C4)C2)C3)[nH]c1=O)N1C[C@H]2CNC[C@H]2C1
9%,CC(=O)Nc1ccc(CN2C(=O)OC3(CCN(Cc4ccccc4)CC3)C2(C)c2ccccc2)cc1 (stereo not given)
-19%,COc1ccc(/C=C2\N=C(c3ccccc3)NNC2=O)cc1
-12%,CCc1noc(-c2cn(C3CCN(C(=O)c4cccc(OC)c4)CC3)nn2)n1
-1%,COc1ccc(C)cc1NC(=O)C(=O)NCCc1sc(-c2cccc(C)c2)nc1C
-26%,O=C(O)CCC(=O)N1N=C(c2ccsc2)CC1c1ccc(F)cc1 (stereo not given)
2%,COc1ccc(C(=O)/C=C/c2ccccc2)cc1OC
1%,Cc1nc(C(=O)N2C[C@@H](COCC3CC3)[C@H](c3ccncc3)C2)co1

# 2 entries drawn at random from those above, as already listed:
KDM5B inhibitor,mol
?,CC1CCN(C(=O)CSc2c3c(nc4ccc(Cl)cc24)CCCC3)CC1
?,CN1CCC2(C1)CN(CC1CC1)c1ccc(C(=O)Nc3ccccc3)cc12 (stereo not given)

# Laid out differently: entries from further up.
Structure | KDM5B inhibitor
CC1CCN(C(=O)CSc2c3c(nc4ccc(Cl)cc24)CCCC3)CC1 | ?
O=C(c1cc(F)ccc1F)N1CC(c2nnc(-c3ccncc3)o2)C2(CCOCC2)C1 (stereo not given) | 5%
O=C(c1cnc(C23CC4CC(CC(C4)C2)C3)[nH]c1=O)N1C[C@H]2CNC[C@H]2C1 | ?
Cc1nc(C(=O)N2C[C@@H](COCC3CC3)[C@H](c3ccncc3)C2)co1 | 1%
CC1CCN(c2oc(COc3ccc(F)cc3)nc2C#N)CC1 | 4%
Cc1cc(S(=O)(=O)N2CCN(C3CCN(CCc4ccccc4)C3=O)CC2)ccc1F (stereo not given) | 14%
COc1ccccc1CCNC(=O)C(=O)NCC(c1cccs1)S(=O)(=O)c1ccccc1 (stereo not given) | -1%

# Continued.
KDM5B inhibitor,mol
?,Cc1cccc(Cn2cc(C(=O)Nc3ccc(F)c(C(F)(F)F)c3)ccc2=O)c1
19%,Fc1ccc(OCCSc2nc3ccccc3s2)cc1
-14%,CCCc1nn2c(=O)cc(COc3ccc(/C=C(\C#N)C(=O)Nc4ccc(F)cc4)cc3)nc2s1
?,CCCc1nnc([C@H]2CCN(C3CCN(C(C)=O)CC3)C2)o1
-2%,CCOC(=O)c1c(C)[nH]c(N=Nc2ccc(OC)cc2)c1C
-2%,COC(=O)c1ccc(OCc2ccccc2C#N)c(OC)c1
-6%,O=C(Cn1cnc2nc(N3CCOCC3)sc2c1=O)Nc1ccccc1
33%,O=C(O)c1nn(Cc2csc(-c3ccccc3)n2)c(=O)c2ccccc12
?,CCN(CC)c1nc2c(S(=O)(=O)c3ccccc3)nnn2c2ccc(Cl)cc12
?,CCc1cccc(C)c1NC(=O)Cn1c(=O)cc(C(F)(F)F)c2c(C)nn(C)c21
17%,OC(c1nc2ccccc2s1)(c1nc2ccccc2s1)C(F)(F)F
2%,CCC(Cc1ccccc1)NC(=O)CS(=O)(=O)Cc1nc(-c2ccc(C)cc2)oc1C (stereo not given)
2%,Cn1c(NCc2ccc3c(c2)OCO3)nc2c1c(=O)n(Cc1ccccc1F)c(=O)n2C
?,O=C(NCc1ccccn1)c1nn(-c2ccccc2Cl)nc1CO
-3%,Cc1cc(C)cc(OCCC(=O)Nc2c(C)noc2C)c1
11%,COc1ccc(C)cc1-c1csc(NC(=O)c2ccccc2OCc2noc(C)n2)n1
5%,Cc1nc2ccc(C(=O)NCCCN3CCCCC3)cc2nc1C
?,Cc1ccc(C)c(N2CCN(C(=O)c3cc(C)nc4c3c(C)nn4-c3cccc(F)c3)CC2)c1
0%,COc1ccc(CC(=O)N2CC(=O)Nc3ccc(Br)cc3C2c2ccc(F)cc2)cc1 (stereo not given)
-16%,O=C(COc1ccc([N+](=O)[O-])c(F)c1)Nc1ccc2c(c1)CCC2
-24%,Cc1ccccc1-c1nc2scc(CCNC(=O)c3ccco3)n2n1
-6%,Cn1cnc(S(=O)(=O)NC2CCc3nn(CC4CC4)c(=O)n3CC2)c1 (stereo not given)
20%,CN1CCN(S(=O)(=O)c2cccc(C(=O)O)c2)CC1
-1%,COCCN1C(=O)CS(=O)(=O)C12CCN(C(=O)c1ccccc1C)CC2
-8%,COc1ccc2[nH]cc(C(C(=O)O)N3CCN(CC(=O)N(C)C)CC3)c2c1 (stereo not given)
-2%,O=Cc1ccc2[nH]ccc2c1
-19%,O=C(CN1C(=O)C(c2ccccc2)=NC12CCCCC2)N1CCN(c2ccccc2)CC1
21%,Cc1cc(C)c2c(=O)cc(C(=O)Nc3ccc(Cl)cc3)oc2c1
141µM*,CC(C)NC(=O)c1ccc2nccn2c1
?,CCCCc1nc(-c2ccc(-c3ccc(C)cc3)nc2OC)no1
-29%,CC(C)CCn1c(SCCCc2ccccc2)nc2c1c(=O)[nH]c(=O)n2C
19%,CCCC(=O)NC(c1ccc(OCC)cc1)c1ccc(OC)c(OC)c1 (stereo not given)

# Quoted from the listing.
# `O=C(Cn1cnc2nc(N3CCOCC3)sc2c1=O)Nc1ccccc1` | KDM5B inhibitor: -6%
# `O=Cc1ccc2[nH]ccc2c1` | KDM5B inhibitor: -2%
# `COc1ccc(CC(=O)N2CC(=O)Nc3ccc(Br)cc3C2c2ccc(F)cc2)cc1` (stereo not given) | KDM5B inhibitor: 0%

# An excerpt (hit frequency here may not be typical).
